Gal4-VP16 FLuc: Gal4-VP16 reporter inhibition counter-screen. Drosophila S2 Gal4-VP16 UAS-luciferase, luminescence, 20 h. AID 2546. 310,000 compounds, 3.5% hits. Potency, µM (doses to about 53.6 µM), for inactives: at the top dose activity, negative = inhibition, most hits filed as inhibitors;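 further: Gal4-VP16 expression switched on by copper sulfate through the metallothionein promoter; potency means the concentration at half of the fitted maximal effect; on the % scale 0 is the no-effect control and ±100 the full control effect; nearly all actives have a fitted effect of over 50% in size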
Rab9 prom act: activates the Rab9 promoter; Huh7 Rab9 promoter-luciferase reporter, luminescence, 24 h; AID 485297; 320,000 compounds, 2.8% hits; Potency, µM (top dose mostly 9.22 µM), for the others: top-dose activation, negative = inhibition, actives largely listed as activators; further: potency means the concentration at half of the fitted maximal effect; % of control where 0% means no effect; nearly all actives have a fitted effect of over 60% in size
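Promoter activation is measured as luciferase luminescence in Huh7 cells stably transfected with a Rab9 promoter–luciferase construct, following 24 h compound exposure at 37 °C and 10 min reagent incubation at ambient temperature.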
FLuc modulator: inhibits or activates purified firefly luciferase, miR-21 counter-screen; P08659; AID 588342; Potency, µM (highest dose often 57.5 µM), for the others: top-dose activity change, negative = inhibition, most hits filed as inhibitors; 360,000 compounds, 6.9% hits; purified FLuc, Km substrates, luminescence inhibition;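 further: potency means the concentration at half of the fitted maximal effect; plate controls were vehicle for no effect and reference inhibitor for full effect; nearly all actives have a fitted effect of over 55% in size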
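Purified P. pyralis luciferase, 10 nM final, with Km-level 10 uM D-luciferin and 10 uM ATP in 50 mM Tris acetate pH 7.5, 10 mM Mg acetate, 0.01% Tween-20, 0.05% BSA; 6-point qHTS titration about 60 µM downward; luminescence read.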
ELG1 repair inh: inhibitors of ELG1-dependent DNA repair in HEK293T cells. HEK293T ELG1-luciferase reporter, luminescence, 16 h; DNA damage induced by 5-fluorouridine. 330,000 compounds, 2.3% hits. Potency, µM (series often up to 46.1 µM), for the others: at the top dose activity change, negative = inhibition, actives largely listed as inhibitors; further: potency means the concentration at half of the fitted maximal effect; on the % scale 0 is the no-effect control and ±100 the full control effect; nearly all actives have a fitted effect of over 55% in size
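DMSO vehicle served as the neutral condition. Each well held 2,000 cells given 5-fluorouridine plus compound; after 16 hr at 37 °C/5% CO2, ONE-Glo was added and luciferase measured 30 min later.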
NPC1 promoter act: NPC1 promoter activation; Huh7 NPC1 promoter luciferase reporter, 24 h; Potency, µM (top dose mostly 9.22 µM), for the others: at the highest dose activation, hits mostly activators; 320,000 compounds, 2.4% hits;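 further: potency means the concentration at half of the fitted maximal effect; % of control where 0% means no effect; nearly all actives have a fitted effect of over 60% in size; reporter is driven by a mutant NPC1 promoter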
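In 1536-well qHTS, Huh7 cells harboring an NPC1 promoter–luciferase construct received compound for 24 h; activation was quantified by luminescence following luciferase reagent addition.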
ELG1 genotoxic: inducers of genotoxicity in HEK293T ELG1-luciferase cells | 330,000 compounds, 1.3% hits | AID 504466 | Potency, µM (titrated, usually from 46 µM), without a hit: top-dose activity change, positive = activation, usual class: activators | HEK293T ELG1-luciferase reporter, luminescence, 16 h; further: potency means the concentration at half of the fitted maximal effect; % of control where 0% means no effect; nearly all actives have a fitted effect of over 60% in size
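HEK293T cells expressing luciferase-tagged ELG1 were treated with compound or DMSO for 16 hr at 37°C. Luciferase activity was then read after 30 min with ONE-Glo at room temperature; rising signal flags genetic stress.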
TRPV1 agonist: human TRPV1 agonism; 320,000 compounds, 0.19% hits; activation, % at 8.33 µM; Q8NER1; TRPV1-expressing cells, Fluo-8 calcium influx, agonist mode; in the data active means activation above about 80%; inconclusive means between about 30% and that limit; further: 0% is about no effect
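TRPV1-expressing cells were cultured overnight at 35.5C and loaded with Fluo-8 calcium dye for 40 to 90 min at room temperature. After a 10 s baseline, compound was added and calcium influx was read kinetically for 3 min (ex 480/em 520 nm).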
BRCA1 expr act: BRCA1 expression activation. MCF7-BRCA1-FFLuc reporter, luminescence, 48 h; response scale: scaled: vehicle 0%, 10 µM genistein 100%. Potency, µM (highest dose often 46.1 µM), for the others: at the top dose activation, most hits filed as activators. 380,000 compounds, 1.1% hits. AID 624202; further: potency means the concentration at half of the fitted maximal effect; nearly all actives have a fitted effect of over 80% in size; some results filed as inactive show a strong effect at the top dose
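Quantitative HTS in MCF7 cells stably reporting BRCA1 expression via firefly luciferase. Compound treatment lasts 48 h at 37 °C in phenol-red free MEM. Activation is expressed relative to genistein at 10 microM and DMSO.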
p53 reactivation: mutant p53 re-activation in reporter cells; Potency, µM (titrated, usually from 92.2 µM), without a hit: at the highest dose activity change, positive = activation, usual class: activators; AID 504706; H1299 p53-A138V BP100-luciferase reporter, luminescence, 24 h; 320,000 compounds, 0.063% hits; further: potency means the concentration at half of the fitted maximal effect; % of control where 0% means no effect; nearly all actives have a fitted effect of over 45% in size
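p53-null H1299 cells stably carrying temperature-sensitive p53-A138V and a BP100-luciferase reporter were pinned with compounds (4-point, 1:5 series) and held 24 hrs at 37 deg C. Luminescence was read 10 min after detection reagent.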
Tb PFK block: inhibitors of T. brucei phosphofructokinase; O15648; T. brucei PFK, ADP-Glo luminescence; Potency, µM (series often up to 57.5 µM), without a hit: top-dose activity, negative = inhibition, actives largely listed as inhibitors; 330,000 compounds, 0.17% hits; AID 485367;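 further: potency means the concentration at half of the fitted maximal effect; 0% = uninhibited 1x PFK enzyme wells and -100% = no-enzyme wells; nearly all actives have a fitted effect of over 60% in size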
Target sequence (O15648 whole entry, looked up): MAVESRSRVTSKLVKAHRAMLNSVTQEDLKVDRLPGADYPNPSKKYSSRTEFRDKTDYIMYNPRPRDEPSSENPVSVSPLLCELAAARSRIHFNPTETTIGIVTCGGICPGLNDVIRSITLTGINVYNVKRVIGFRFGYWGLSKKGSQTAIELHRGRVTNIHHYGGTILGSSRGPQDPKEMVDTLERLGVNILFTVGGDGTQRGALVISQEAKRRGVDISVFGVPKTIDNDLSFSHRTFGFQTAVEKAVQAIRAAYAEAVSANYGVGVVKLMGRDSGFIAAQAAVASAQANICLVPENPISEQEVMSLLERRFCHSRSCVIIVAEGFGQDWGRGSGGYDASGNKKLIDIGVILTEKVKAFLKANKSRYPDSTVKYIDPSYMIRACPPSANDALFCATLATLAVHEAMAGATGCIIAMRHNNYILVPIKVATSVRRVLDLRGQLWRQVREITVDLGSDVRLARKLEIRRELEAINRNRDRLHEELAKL
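Activity is normalized to no-enzyme wells (full inhibition) and 1.25 nM enzyme wells (no inhibition). Reaction: 0.5 mM F6P, 0.1 mM ATP, 45 min RT, ADP-Glo luminescence; concentration-response curves fitted and classed by quality.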
RORg inh: inhibitors of mouse ROR gamma transcriptional activity | Potency, µM (titrated, usually from 53.6 µM), for the others: at the top dose activity change, negative = inhibition, usual class: inhibitors | Drosophila S2 Gal4-RORgamma UAS-luciferase reporter, 20 h | P51450 | AID 2551 | 310,000 compounds, 5.4% hits; further: potency means the concentration at half of the fitted maximal effect; on the % scale 0 is the no-effect control and ±100 the full control effect; nearly all actives have a fitted effect of over 60% in size
Target sequence (P51450 whole entry, looked up, the tested form may be a part): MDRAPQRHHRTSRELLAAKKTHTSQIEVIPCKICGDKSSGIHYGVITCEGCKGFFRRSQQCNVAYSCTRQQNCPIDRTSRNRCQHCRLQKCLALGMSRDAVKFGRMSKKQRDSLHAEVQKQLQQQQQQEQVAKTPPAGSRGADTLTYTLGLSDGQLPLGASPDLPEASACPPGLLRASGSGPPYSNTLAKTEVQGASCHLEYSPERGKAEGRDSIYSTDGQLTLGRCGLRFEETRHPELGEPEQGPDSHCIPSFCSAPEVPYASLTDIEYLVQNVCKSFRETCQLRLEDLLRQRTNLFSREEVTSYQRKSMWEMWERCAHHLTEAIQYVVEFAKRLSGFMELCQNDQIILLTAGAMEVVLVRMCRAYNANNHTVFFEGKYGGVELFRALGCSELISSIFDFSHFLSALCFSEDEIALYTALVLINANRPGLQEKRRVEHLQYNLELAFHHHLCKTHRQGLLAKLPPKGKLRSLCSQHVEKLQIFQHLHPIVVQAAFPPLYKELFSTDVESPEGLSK
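In this cell-based reporter format, copper sulfate (700 uM final) drives Gal4–ROR gamma fusion expression from a metallothionein promoter in Drosophila Schneider cells; compounds preincubated 1 hr, reporter read after 20 hr at ambient temperature.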
Active calls of the source: *; u = inconclusive; x = not tested or not shown; [ ] = another dose, or the depositor's remark. Unless noted, the call rests on the fitted dose curve; in most records, active means well fitted curve in the direction sought with a large enough effect; inconclusive means small, poorly fitted or top-dose-only effect, or another doubt; inactive means no such curve, though single readings can be large; an effect the other way counts as inactive or inconclusive.

Preview, 2 compounds:
SMILES	Gal4-VP16 FLuc	Rab9 prom act	FLuc modulator	ELG1 repair inh	NPC1 promoter act	ELG1 genotoxic	TRPV1 agonist	BRCA1 expr act	p53 reactivation	Tb PFK block	RORg inh
Cc1ccc(NC(=O)N2CCC(c3nc4c(nnn4Cc4c(F)cccc4Cl)c(=O)[nH]3)CC2)cc1	-4%	0%	2%	18µM*	-2%	-16%	-1	-17%	-2%	-2%	15%
Cc1ccc(Cl)cc1NC(=O)COc1ccccc1	-8%	-1%	-19%	u	5%	5%	16	-3%	-3%	-3%	1%

Main list, previewed entries included:
SMILES	Gal4-VP16 FLuc	Rab9 prom act	FLuc modulator	ELG1 repair inh	NPC1 promoter act	ELG1 genotoxic	TRPV1 agonist	BRCA1 expr act	p53 reactivation	Tb PFK block	RORg inh
Cc1ccc(NC(=O)N2CCC(c3nc4c(nnn4Cc4c(F)cccc4Cl)c(=O)[nH]3)CC2)cc1	-4%	0%	2%	18µM*	-2%	-16%	-1	-17%	-2%	-2%	15%
Cc1ccc(Cl)cc1NC(=O)COc1ccccc1	-8%	-1%	-19%	u	5%	5%	16	-3%	-3%	-3%	1%
CCCC(=O)Nc1ccccc1N1CCN(C(=O)C(C)C)CC1	2%	2%	-1%	-21%	4%	-3%	-2	0%	-3%	0%	-4%[10 µM]
COc1ccc(-n2c(O)c(/C=N/NS(=O)(=O)c3cc(C)ccc3C)c3ccccc3c2=O)cc1OC	2%	-4%	1%	-7%	-3%	1%	22	-8%	-6%	3%	35%
COc1ccc(S(=O)(=O)NCC(=O)N(Cc2ccco2)C(C(=O)NC(C)(C)C)C(C)C)cc1 (centres undefined)	0%	-5%	2%	9%	2%	4%	1	-15%	-2%	14%	-3%
O=C1COc2ccc(C(=O)c3ccccc3)cc2CN1	9%	-9%	2%	-4%	0%	0%	4	3%	-2%	0%	21%
Cc1ccc([N+](=O)[O-])cc1N(CC(=O)NC1CCCC1)S(C)(=O)=O	u	-1%	-1%	u	2%	1%	-7	-7%	4%	0%	-1%
CCN(CC)C(=O)[C@H]1CC(CC(=O)NCC23CC4CC(CC(C4)C2)C3)C(=O)N2CCc3c([nH]c4ccccc34)[C@]12C (some centres undefined)	x	x	x	u	x	-5%	x	-5%	-3%	-3%	x
CCCCC(C(=O)NC(=O)NCc1ccccc1)N1C(=O)c2ccccc2C1=O (centres undefined)	4%	0%	-2%	6%	-1%	-2%	16	6%	2%	-5%	23%
CCOc1ccccc1-c1nc(CN(Cc2cnn(C)c2)C(C)C)c(C)o1	-4%	-11%	-1%	11%	-10%	-2%	7	6%	-2%	1%	-44%
CCOC(=O)C1CCN(C(=O)c2cccnc2)CC1	5%	2%	1%	-1%	2%	0%	-1	-6%	0%	7%	-12%
O=C(CSc1nnc2ccccn12)NCCc1ccc(Cl)cc1	-11%	-3%	-6%	-3%	-1%	-6%	-3	-6%	0%	-6%	24%
Cc1c(C(=O)N2CCOCC2)c(S(=O)(=O)Nc2ccc(C(C)C)cc2)c(C)n1C	-9%	3%	0%	3%	1%	-1%	1	-2%	-1%	-1%	-2%
Cc1cccc(NC(=O)c2ccc(N(C)C3CCCCC3)c([N+](=O)[O-])c2)n1	u	20%	11µM*	u	26%	-16%	u	50%	11%	-1%	8%
OC(Cn1cncn1)(c1ccccc1)c1ccccc1	-3%	-3%	-1%	7%	0%	-2%	-2	9%	0%	1%	-5%
COc1ccc(CC(=O)Nc2ccc(-c3cn4ccccc4n3)cc2)cc1	-20%	3.2µM*	3.4µM*	u	u	u	-2	9%	17%	-5%	4%
O=C(CN1CCN(c2ccccc2)CC1)Nc1ccc(F)cc1	-16%	-2%	0%	-3%	1%	-3%	7	-2%	-1%	-3%	22%
COCCn1c(SCC(=O)Nc2nnc(C)s2)nnc1-c1ccco1	-5%	14%	2%	u	-4%	1%	1	-12%	0%	0%	-20%
O=C(CCN1CCN(c2ccccc2)CC1)Nc1ccccc1	0%	-1%	3%	-1%	1%	0%	29	-3%	x	1%	25%
O=C(O)CC1(CC(=O)N2CCC(C(=O)O)CC2)CCCC1	-11%	1%[1.84 µM]	-2%	-4%	0%	-1%	-1	-8%	2%	-1%	5%
C=CCn1c(COc2ccc(F)cc2)nnc1SCC(=O)NC(=O)NCc1ccco1	-1%	2%	5%	1%	-3%	0%	0	14%	1%	u	-8%
CCC(=O)Nc1cc2c(C)cc(=O)oc2cc1C	-8%	3%	8%	0%	-4%	-6%	-1	-22%	-1%	1%	-4%
CCN1CCN(c2nc3ccccn3c(=O)c2/C=C(\C#N)S(=O)(=O)c2ccccc2)CC1	1%	-2%	7%	1%	-4%	0%	12	-18%	0%	12%	15%
Cn1c(SCc2ccccc2)nnc1-c1ccncc1	-1%	3%	-1%	-4%	13%	1%	1	23%	4%	3%	8%
NS(=O)(=O)c1cccc(NC(=O)COC(=O)CCC(=O)c2cccs2)c1	x	x	x	7%	x	1%	x	-12%	-4%	-4%	x
CCOC(=O)c1nn(-c2ccc(C)cc2)c(=O)c2c(N)scc12	1%	2%	2%	0%	-11%	8%	-1	-21%	12%	-15%	u
COCCn1c(-c2ccc(Br)cc2)csc1=Nc1cccnc1	-13%	-12%	-9%	12µM*	-13%	-8%	1	-48%	-5%	8%	0%
CCC1CCC(c2nnc(-c3ccc(Br)cc3)o2)CC1 (centres undefined)	-2%	-1%	u	u	1%	12%	13	76%	10%	7%	1%[10 µM]
CCOC(=O)/C(C#N)=C/c1c(Oc2cccc(C)c2)nc2ccccn2c1=O	0%	2%	-1%	-14%	-4%	-4%	15	-5%	-1%	1%	6%
COc1ccc(CCN2CC(C#N)=C3c4cc(OC)c(OC)cc4CCN3C2)cc1OC	4%	-5%	0%	21µM*	-2%	-7%	x	-48%	-7%	-1%	16%
O=C(CCC(=O)c1cccs1)Nc1ccc(F)c(F)c1F	21%	-10%	-6%	u	1%	3%	-5	12%	-5%	-5%	0%
Oc1ccccc1CNCCCN1CCOCC1	8%	0%	0%	-1%	-5%	-1%	1	-10%	8%	2%	-27%[1.91 µM]
CCN(Cc1ccccc1)S(=O)(=O)c1ccc(C(=O)N2CCN(c3nc4ccccc4s3)CC2)cc1	22µM*	-24%	-7%	12µM*	-13%	-8%	-10	-35%	-5%	4%	u
COc1ccc(C(=O)N[C@H](C(=O)NCCc2ccc3c(c2)OCCO3)C(C)C)cc1	x	x	x	0%	x	4%	x	0%	7%	-1%	x
CC(=O)N1CCN(c2c(F)c(F)c(C(F)(F)F)c(F)c2F)CC1	-12%	8%	-2%	3%	-2%	-4%	u	1%	-4%	2%	25%
COc1ccc(C2=CC(c3ccc(OC)c(OC)c3)n3nnnc3N2)c(OC)c1 (centres undefined)	3%	2%	-8%	u	-1%	-2%	0	-55%	-4%	4%	-6%
CC(C)CN(C)C(=O)CCc1nnc(Cc2cccc(C(F)(F)F)c2)o1	-11%	2.8µM*	24µM*	u	u	u	0	10µM*	u	-17%	11%
COC(=O)c1cc(C(=O)NCCN2C(=O)S/C(=C\c3cccs3)C2=O)cc([N+](=O)[O-])c1	-10%	3%	4%	-25%	-3%	-3%	-2	-5%	7%	-1%	30%[10 µM]
CCCOC(=O)c1cccc(Nc2nc(-c3cccnc3)nc3ccccc23)c1	u	0%	-11%	13µM*	0%	-12%	-4	-94%[inhibitor]	-13%	-1%	u
CCc1ccc2nc(N(CCCN(C)C)C(=O)c3ccc(C(=O)c4ccccc4)cc3)sc2c1	u	24%	-1%	13%	u	-7%	2	29%	1%	-1%	u
COc1ccc(OC)c(C2C(C#N)=C(N)Oc3cc(C)[nH]c(=O)c32)c1 (centres undefined)	-5%	15%	1%	u	0%	-6%	-7	-1%	-3%	-1%	2%
CC(Oc1ccc(Cl)cc1Cl)C(=O)NN=C1CCN(C)CC1 (centres undefined)	10µM*	1%	-1%	-9%	-1%	-5%	3	4%	0%	3%	7.1µM*
COc1cccc(C(=O)NNC(=O)c2sccc2-n2cccc2)c1	4%	-12%	0%	6%	-3%	-2%	-1	-32%	0%	3%	-25%
COc1ccc(C2CC(=O)NC3=C2C(=O)CCC3)cc1Cl (centres undefined)	-12%	3%	4%	u	2%	6%	11	-2%	3%	4%	14%
O=C(NNc1nc2ccccc2nc1C(F)(F)F)c1ccccc1	16µM*	4%	5%	9%	-4%	0%	1	-26%	12%	0%	7.9µM*
C=C(C)CNC(=S)N/N=C/c1ccc(NC(C)=O)cc1	3%	1%	-18%	-5%	-1%	-1%	2	0%	-1%	0%	u

Screens deposited in PubChem BioAssay by National Center for Advancing Translational Sciences (NCATS).
